# Cneo AK release = Cryptococcus neoformans lysis via adenylate kinase release | C. neoformans lysis, adenylate kinase release luminescence, 4 h; normalised: neutral wells 0, clomiphene wells 100 | lysis activity, % at 15 µM | 360,000 compounds, 0.2% hits | AID 651654;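 active = mean lysis activity across replicates of at least 80%, whatever share of replicates individually reach that level; inactive = mean lysis activity below 80%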
#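 Assay system: C. neoformans cells. Amount: yeast cell density of 5 × 10^6 cells/mL. Technique: AK luminescence. Buffer or medium: YPD. Times: static 4 h at 37 °C with compound, 1 h detection. Dosing: single-point compound dose. Read-out: lysis from increased AK signal.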
# FN deposit inh = fibronectin deposition inhibition; AH1F fibroblasts, Alexa488-fibronectin deposition fluorescence, overnight; inhibition, % at 12.6 µM; 350,000 compounds, 0.086% hits; AID 743247;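 active = mean inhibition across replicates of 30% or more, regardless of how many single replicates reach that level; inconclusive = mean under 30% yet at least half of replicates reach 30%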;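 note: positive control wells lacked labelled fibronectin entirely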
#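 Schedule: 1 h cell adhesion before compound, then overnight fibronectin incubation; test system: AH1F fibroblast monolayer depositing Alexa488-labelled fibronectin into matrix; quantity: 10000 AH1F cells per well; probe or stimulus: fluorescent fibronectin at 24 nM final; signal: fluorescence, ex 485 nm, em 525 nm; evaluation: percent inhibition as loss of matrix-bound fibronectin fluorescence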
# PGC1a acetyl inh = modulators of PGC1a acetylation; U2OS PGC1a acetylation, AlphaScreen anti-acetyl-lysine; with virally co-expressed GCN5 acetyltransferase; inhibition, % at 15.6 µM; 350,000 compounds, 0.17% hits; AID 651687;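 active = every replicate shows inhibition of at least 40%; inconclusive = mean inhibition at least 40% but some replicate below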;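 note: 0% = neutral control wells and 100% = positive control wells; some results beyond the cut were filed as inactive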
# miR-122 sensor = inhibitors of miR-122 in Huh7 cells. AID 602342. activation (reporter increase), % at 12.5 µM. Huh7 miR-122 Renilla luciferase sensor, 48 h; neutral wells = 0, positive control = 100. 340,000 compounds, 0.3% hits;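 active = mean replicate activation score at least 90 and every replicate individually at or above 90; inconclusive = only one of the two criteria met; inactive = neither criterion met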;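 note: higher luciferase means less miR-122 activity so hits act as miR-122 inhibitors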
# PglD DTNB = PglD (C. jejuni) enzyme inhibition; purified PglD enzyme, DTNB colorimetric CoA detection; inhibition, % at 12.5 µM; 360,000 compounds, 0.098% hits; AID 602405; in the data active = inhibition above about 16%, passing the limit was not always enough; inconclusive = no clear call, values can overlap the other calls; note: strong numbers were not always called active
# GSIS activator = primary screen for activators of insulin secretion dependent on glucose, INS-1E cells, GLuc reporter luminescence | INS-1E GLuc reporter insulin secretion, 2-3 h | activation, % at 16.6 µM | 370,000 compounds, 0.61% hits | AID 743287;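 active = lowest replicate activation of at least 40%, so every replicate reaches that level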;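 note: 0% = median of neutral control wells and 100% = median of IBMX positive control wells; some compounds called inactive have numbers as strong as hits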
# F508del corr = correctors of CFTR F508del function in bronchial epithelial cells; AID 720511; activity (quench increase), % at 7.58 µM; 350,000 compounds, 0.36% hits; CFBE cells, YFP halide quenching; stimulated with forskolin plus potentiator P3; % fluorescence drop versus neutral controls;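 active = mean added fluorescence quench of at least 8% versus neutral control, with both replicates also reaching 8%; inconclusive = only one of the mean or replicate conditions met; inactive = mean below 8% and not both replicates reaching 8%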;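 note: cells transiently co-express mutant CFTR-F508del with the halide-sensitive YFP; corrector assay measuring rescue of mutant channel to the surface after 24 h compound exposure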
# Statin myotox sup = suppression of simvastatin myotoxicity | 330,000 compounds, 0.78% hits | rescue of ATP level, % at 7.49 µM | C2C12 myotubes + simvastatin, ATP luminescence, 48 h; scaled: DMSO 0, geranylgeraniol control 100;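 active = mean ATP rescue above about 67%, or every replicate alone reaching that limit, limit read from the data, passing the limit was not always enough; inconclusive = no clear call, values can overlap the other calls; inactive = mean under the limit and some replicate under it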;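 note: myotubes were challenged with 10 µM simvastatin during compound exposure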
# An asterisk follows results filed as active; u = inconclusive; x = not tested or not shown; [ ] = remark or other dose.
SMILES,Cneo AK release,FN deposit inh,PGC1a acetyl inh,miR-122 sensor,PglD DTNB,GSIS activator,F508del corr,Statin myotox sup
CCOC(=O)C1(C)C=C(Nc2ccc(O)cc2)C(=O)N1c1ccc(O)cc1 (stereo unspecified),3,4,13,-3,0,-12,x,5
COCC#Cc1cnc2c(c1)C(=O)N([C@@H](C)CO)C[C@@H](C)[C@H](CN(C)Cc1ccccc1F)O2,x,-1,-5,9[16.7 µM],x,11,-3.8,-1
CCOc1ccc(C(=O)NC(=S)NCCCN2CCOCC2)cc1,15,x,x,x,-2,14,2.3,x
Cc1ccc2c(CC(=O)NNC(=O)c3ccccc3O)coc2c1,-2,0,15,4,-5,-16,0.2,8
Cc1ccc(F)c(S(=O)(=O)NC(=O)C2(C)CCN2C(=O)CCc2cccs2)c1 (stereo unspecified),1,-4,x,-1,-5,-12,1.4,4
COC(=O)C[C@H]1C[C@@H]2c3cc(NC(=O)Nc4ccc(F)cc4)ccc3O[C@@H]2[C@H](CO)O1,-8,-20,0,-3[16.7 µM],-5,9,0.0,-5
Cc1noc(C)c1NC(=O)N(C)C[C@@H]1OCCCC[C@H](C)Oc2ccc(NC(=O)NC3CCCCC3)cc2C(=O)N([C@@H](C)CO)C[C@H]1C,-2,-7,-9,8[16.7 µM],2,8,-3.0,x
CC(=O)c1ccc(OCC(O)CN2CCN(S(=O)(=O)c3cccc(Br)c3)CC2)cc1 (stereo unspecified),-2,1,x,x,0,-16,-0.2,11
O=C(NC(Cc1ccccc1)C(=O)O)OCc1ccccc1 (stereo unspecified),-3,7,-4,-3,6,x,x,-1
Cc1cc(N=Cc2cc(Br)ccc2O)no1,-2,x,13,-3,2,5,-4.5,-3
Cc1ccc(/C=C/C(=O)N2CCN(S(=O)(=O)c3ccc(C)c(C)c3)CC2)o1,0,-8,2,10,-1,-19,x,1
O=C(Nc1ccccc1)NC1CCS(=O)(=O)C1 (stereo unspecified),-1,x,-7,7,-2,x,x,5
COc1ccc(N(CC(=O)NC2CCCC2)C(=O)CCC(=O)Nc2cc(C)on2)cc1,1,-5,5,-2,3,11,-0.9,2
Cc1ccc(NC2SC(=O)N(CC(=O)O)C2=O)cc1 (stereo unspecified),2,x,0,0,-2,0,x,29
CC1CCC(C(=O)NC(C(=O)NCCN2CCC(C)CC2)C(C)C)CC1 (stereo unspecified),1,-1,0,-6,x,x,x,-3
C[C@@H]1CN([C@@H](C)CO)S(=O)(=O)c2ccc(-c3ccc(F)cc3)cc2O[C@H]1CN(C)C(=O)c1ccccc1F,-2,-4,15,-2[16.7 µM],-3,-28,0.5,-60
C[C@H](CO)N1C[C@H](C)[C@H](CN(C)C(=O)Nc2ccccc2)Oc2ccc(NS(=O)(=O)c3ccccc3)cc2CC1=O,-1,x,1,1[16.7 µM],0,-5,0.6,16
CCc1ccc(C2CC(=O)N(c3cccc(F)c3)C3=C2C(=O)OC3)cc1 (stereo unspecified),x,1,-3,x,x,-9,3.4,x
COCC(=O)Nc1ccc2c(c1)[C@H]1C[C@@H](CC(=O)NCc3cccnc3)O[C@@H](CO)[C@H]1O2,-2,x,4,1[16.7 µM],1,5,0.3,1
CO[C@@H]1CN(C)C(=O)c2ccc(NC(=O)Cc3ccccc3)cc2OC[C@H](C)N(C(C)=O)C[C@@H]1C,67,-5,-3,3[16.7 µM],2,-1,0.9,2
CCN(C(=O)COc1ncnc2sccc12)c1ccccc1,-4,-3,x,7,-5,-7,4.6,1
CC[N+]1(CC)CC2=Cc3c(ccc4ccccc34)CC2C1 (stereo unspecified),-5,x,x,x,4,8,x,-42
C[C@H]1CN([C@@H](C)CO)C(=O)c2cccc(NC(=O)C3CC3)c2O[C@H]1CN(C)Cc1ccccc1,-5,x,7,-3[16.7 µM],13,32,-1.3,-3
C[C@@H]1CCCCO[C@@H](CN(C)C(=O)C2CCCCC2)[C@H](C)CN([C@H](C)CO)C(=O)c2cc(NC(=O)c3ccncc3)ccc2O1,9,x,-12,-14[16.7 µM],3,1,1.7,40
COc1ccc(-c2cc(C(=O)N3CCCC3)no2)cc1OC,1,1,-5,0,-3,7,0.5,24
COc1ccc(C(=O)NC(C)c2ccc(-n3ccnc3)cc2)cc1[N+](=O)[O-] (stereo unspecified),2,-6,x,x,0,-1,0.8,1
Cc1cc(NC(=O)CSCC(=O)Nc2nc3ccccc3s2)no1,1,-7,x,x,0,13,-1.7,-3
C[C@H](CO)N1C[C@H](C)[C@@H](CN(C)C(=O)C2CCCCC2)OCCCC[C@H](C)Oc2ccc(NC(=O)CCCN(C)C)cc2C1=O,0,x,3,-5[16.7 µM],4,0,1.5,8
COc1ccccc1C#Cc1ccc2c(c1)O[C@@H](CN(C)Cc1ccncc1)[C@H](C)CN([C@H](C)CO)S2(=O)=O,4,x,35,-6[16.7 µM],2,-29,2.0,-60
Cc1ccc(NC(=S)NCCc2c[nH]c3ccccc23)c(C)c1,x,11,14,x,x,6,-2.4,35
CCN1C(=O)CC(c2ccc(OC(C)C)cc2)C1=O (stereo unspecified),-1,2,3,-3,4,24,-1.1,0
COc1ccc(-n2nc(C(=O)NCC(=O)NC3CCCCCC3)c3ccccc3c2=O)cc1OC,-2,1,x,0,-4,2,-1.2,-13
Cn1nc(C(=O)NCC(c2cccs2)N2CCOCC2)c2ccccc2c1=O (stereo unspecified),x,-11,13,-6,x,x,-1.4,8
CCC(CCc1ccccn1)C(=O)c1ccccc1 (stereo unspecified),2,7,18,x,7,9,-2.0,2
C[C@H](CO)N1C[C@H](C)[C@H](CN(C)C(=O)C2CCC2)Oc2cc(C3=CCCC3)ccc2S1(=O)=O,0,x,-13,5[16.7 µM],4,-1,-3.8,4
Cc1cc(C(=O)N/N=C/c2ccc(OCc3ccccc3)cc2)c(C)o1,x,-1,-4,0,x,-6,-0.3,-4
O=C1C=CC2(C=C1)O[C@H](Cc1ccccc1)[C@@H](Cc1ccccc1)O2,x,41*,u,-21,x,35,-6.2,x
CC(C)NC(=O)C1CCN(C(=O)N(C)C)CC1,-1,x,-12,-5,6,x,x,-5
CC1CCC(NC(=O)COC(=O)C2=NN(c3ccccc3)C(=O)CC2)CC1 (stereo unspecified),1,7,7,-2,0,-6,0.2,4
COc1ccc(/C=C(\NC(=O)c2cccs2)C(=O)NC(C)(C)C)cc1OC,-3,7,x,-4,6,-12,2.6,8

# Some of these compounds in order of the F508del corr value, high to low:
structure,PGC1a acetyl inh,miR-122 sensor,PglD DTNB,GSIS activator,F508del corr
COCC(=O)Nc1ccc2c(c1)[C@H]1C[C@@H](CC(=O)NCc3cccnc3)O[C@@H](CO)[C@H]1O2,4,1[16.7 µM],1,5,0.3
Cc1cc(NC(=O)CSCC(=O)Nc2nc3ccccc3s2)no1,x,x,0,13,-1.7
C[C@H](CO)N1C[C@H](C)[C@H](CN(C)C(=O)C2CCC2)Oc2cc(C3=CCCC3)ccc2S1(=O)=O,-13,5[16.7 µM],4,-1,-3.8

# (next part)
SMILES,Cneo AK release,FN deposit inh,PGC1a acetyl inh,miR-122 sensor,PglD DTNB,GSIS activator,F508del corr,Statin myotox sup
CCOC(=O)c1c(NC(=O)CSc2nnc(-c3ccco3)o2)sc(C(C)=O)c1C,0,x,-14,-8,3,x,x,-2
CCOCC(=O)Nc1nc2ccccc2s1,1,-7,-7,3,1,x,x,0
CN(C)CC(=O)N[C@H]1CC[C@@H](CCNC(=O)C2CCCCC2)O[C@@H]1CO,12,-14,-6,x,2,10,7.9,6
C[C@H]1CN([C@@H](C)CO)C(=O)c2ccccc2-c2ccccc2CO[C@H]1CN(C)Cc1cccc(O)c1,0,0,13,x,-2,1,-0.7,x
C[C@H]1CN([C@@H](C)CO)C(=O)Cc2cc(NS(=O)(=O)c3cn(C)cn3)ccc2O[C@H]1CN(C)C(=O)Nc1ccc(C(F)(F)F)cc1,x,x,12,7[16.7 µM],x,-8,5.1,19
CCOc1ccc(C2c3[nH]c4ccccc4c3CCN2Cc2cccn2-c2ncccn2)cc1 (stereo unspecified),-7,5,-14,22,3,-26,3.5,-19
Cc1cc(C)n(CC(O)COCc2ccccc2)n1 (stereo unspecified),0,-7,6,-4,-3,-1,x,1
CCCCn1c(N)c(N(CCOC)C(=O)c2nn(CC)c(=O)c3ccccc23)c(=O)[nH]c1=O,-1,-6,x,-3,-1,-7,-2.1,-5
Cc1ccc(NC(=O)CSc2ncn(-c3ccccc3)n2)cc1C,1,-2,12,-4,2,-18,x,0
COc1cc(C(=O)NC2CCCc3c2cnn3-c2ccccc2F)cc(OC)c1OC (stereo unspecified),0,4,6,-2,-1,-20,-2.4,-14
CCOC(=O)CNC(=O)CNC(=O)c1ccc(OC(C)C)cc1,3,-2,5,-4,-2,x,0.7,x
COc1ccc(CCC(=O)NCCS(=O)(=O)N2CCN(c3ccc(OC)cc3)CC2)cc1,-1,-7,2,-8,2,1,-0.8,-61
COc1cc2c(cc1OC)CN(CC(=O)Nc1cccc(C)c1)CC2,1,-6,-24,2,-3,x,x,2
COc1ccc(-c2noc(N3CCC(C(=O)NCCCN4CCC(C)CC4)CC3)n2)cc1,2,2,22,-6,-1,x,-5.6,-1
S=C(NCCN1CCOCC1)Nc1cccc(Cl)c1,-2,x,-7,5,2,x,x,-5
COc1cc2c(cc1OC)CN(C(=O)CSc1nnc3scc(-c4ccccc4)n13)CC2,-2,-3,x,x,1,7,0.6,1
COc1cc(Nc2nc3ccccc3n3nnnc23)cc(OC)c1OC,0,9,-6,6,4,x,-1.5,-20
O=C(COC(=O)c1ccc(Br)o1)Nc1ccc2c(c1)OCCO2,-3,-13,1,1,-1,x,0.7,7
Cc1ccc(C(=O)Nc2ccc(C(=O)N/N=C/c3cccnc3)cc2)cc1,0,-4,-49,14,5,58,0.2,4
O=C(C[C@@H]1C=C[C@@H](NC(=O)c2ccncc2)[C@H](CO)O1)NCC1CC1,-3,4,-3,4[16.7 µM],-12,5,-2.9,-2
COc1ccc(CNCCNC(=O)c2nonc2N)cc1OC,0,x,x,-6,4,3,x,-5
CCNC(=O)C[C@H]1CC[C@@H](NC(=O)C2CC2)[C@@H](CO)O1,1,13,3,-2[16.7 µM],4,2,-0.4,-13
Cc1sc2ncnc(-n3nnc4ccccc43)c2c1C,x,10,0,-18,x,13,-0.3,-3
COc1ccc(CN(C)C[C@H]2OCCCC[C@@H](C)Oc3ccc(NS(=O)(=O)c4ccc(F)cc4)cc3C(=O)N([C@@H](C)CO)C[C@H]2C)cc1,-2,-4,3,-3[16.7 µM],0,-17,4.3,x
Cc1cccc(-c2noc(CCC(=O)Nc3ccccc3)n2)c1,4,x,-3,1,-3,-14,x,-16
CCOC(=O)c1cc(C)sc1NC(=O)CN1CCN(C(=O)c2ccco2)CC1,0,x,x,x,1,-11,-0.8,-6

# Screening data from PubChem.
